TDP1 block: blocks human tyrosyl-DNA phosphodiesterase 1; Q9NUW8; recombinant TDP1, AlphaScreen DNA substrate cleavage; Potency, µM (titrated, usually from 130 µM), for the others: top-dose activity change, negative = inhibition, usual class: inhibitors; hit rate 0.28% among 350,000; AID 485290; further: nearly all actives have a fitted effect of over 40% in size
Target sequence (Q9NUW8 whole entry, looked up): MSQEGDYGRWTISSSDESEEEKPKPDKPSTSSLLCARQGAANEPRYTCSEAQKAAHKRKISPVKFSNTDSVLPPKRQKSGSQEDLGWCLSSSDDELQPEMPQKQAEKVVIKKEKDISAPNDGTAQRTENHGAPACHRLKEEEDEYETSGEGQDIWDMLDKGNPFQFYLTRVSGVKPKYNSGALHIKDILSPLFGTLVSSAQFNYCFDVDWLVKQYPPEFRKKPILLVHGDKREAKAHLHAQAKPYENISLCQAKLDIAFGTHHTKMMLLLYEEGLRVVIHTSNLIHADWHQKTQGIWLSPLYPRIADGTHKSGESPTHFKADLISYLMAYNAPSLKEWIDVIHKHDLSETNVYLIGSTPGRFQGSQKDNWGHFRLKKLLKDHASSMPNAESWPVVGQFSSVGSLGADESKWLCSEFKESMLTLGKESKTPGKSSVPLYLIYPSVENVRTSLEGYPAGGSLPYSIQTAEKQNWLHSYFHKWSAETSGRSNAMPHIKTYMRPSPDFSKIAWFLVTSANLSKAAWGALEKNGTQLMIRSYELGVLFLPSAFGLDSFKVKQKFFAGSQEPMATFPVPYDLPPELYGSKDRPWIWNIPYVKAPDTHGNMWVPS
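Enzyme-compound mixtures sat 15 min at room temperature, followed by a 5 min reaction with 15 nM final substrate and 10 min with AlphaScreen beads. Recombinant human Tdp1 was used at 1 nM final.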
DT40 TDP1 no CPT: qHTS for Inhibitors of human tyrosyl-DNA phosphodiesterase 1 (TDP1): qHTS in cells in absence of CPT. DT40 Tdp1-/- hTDP1 cells, no CPT, ATP luminescence, 48 h. Potency, µM (doses to about 46.2 µM), for the others: top-dose activity change, negative = growth inhibition, most hits filed as inhibitors. hit rate 15% among 420,000. AID 686978, 2013; further: nearly all actives have a fitted effect of over 55% in size
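Luminescent ATP content (CellTiter-Glo) served as the growth readout. Knockout chicken DT40 cells expressing human TDP1 were exposed to compounds without camptothecin for a minimum 48 hr at 37 °C.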
TDP1 cell CPT: growth inhibition of DT40 Tdp1-/-;hTDP1 cells with camptothecin (screen for TDP1 inhibitors); chicken DT40 Tdp1-/-;hTDP1 cells + 20 nM CPT, ATP luminescence, 48 h; Potency, µM (doses to about 46.2 µM), inactives show top-dose activity change, negative = growth inhibition, most hits filed as inhibitors; hit rate 12% among 420,000; AID 686979; further: nearly all actives have a fitted effect of over 55% in size
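Chicken DT40 Tdp1-/- cells complemented with human TDP1, 400 cells/well, exposed to compounds plus 20 nM camptothecin for at least 48 h at 37 C; viability read as ATP content by CellTiter-Glo luminescence.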
Numbers without * were called inactive; u = inconclusive; x = not tested or not shown; & = joins results of further samples; [ ] = remark or other dose. The call rests on the fitted dose curve; in most records, active means well fitted curve in the direction sought with a large enough effect; inconclusive means small, poorly fitted or top-dose-only effect, or another doubt; inactive means no such curve, though single readings can be large; an effect the other way counts as inactive or inconclusive. On the % scale 0 is the no-effect control and ±100 the full control effect; potency means the concentration at half of the fitted maximal effect.

SMILES	DT40 TDP1 no CPT	TDP1 cell CPT	TDP1 block
C[C@@H]1CN([C@@H](C)CO)C(=O)c2cc(Br)cnc2O[C@H]1CN(C)C(=O)c1cccc(F)c1	16%	-7%	x
Clc1cccc(OCCCCCN2CCOCC2)c1	-14%	23%	0%
CCOC(=O)c1ccc(S(=O)(=O)N2CCN(S(=O)(=O)CC)CC2)cc1	-5%	-17%	2%
NC(=O)CC(NC(=O)Cc1ccc(Cl)cc1)c1ccc(NC2CCN(Cc3ccccc3)CC2)c([N+](=O)[O-])c1 (stereo not given)	-9%	u	x
CCOC(=O)C1CCN(C(C)=C2C(=O)c3ccccc3C2=O)CC1	-25%	-2%	0%
C[C@@H]1CN([C@H](C)CO)C(=O)CCCn2nncc2CO[C@H]1CN(C)C(=O)Cc1ccccc1	-6%	-1%	x
O=C(NC1CCOCC1)C1CCC(=O)N(Cc2cccc(C(F)(F)F)c2)C1 (stereo not given)	-5%	-10%	3%
C=CCOc1ccc(CNc2ccc3[nH]c(=O)[nH]c3c2)cc1OC	-7%	7%	2%
O=C(O)c1ccc2c(c1)S(=O)(=O)c1cc(N3CCN(c4ncccn4)CC3)ccc1C2=O	8%	5%	x
COc1ccc(-c2cccc(C(=O)Nc3ccc(OC)c(OC)c3)c2)cc1	-20%	-18%	3%
CCC(C)N(C(=O)COC(=O)Cc1n[nH]c(=O)c2ccccc12)C1CCS(=O)(=O)C1 (stereo not given)	-2%	-21%	2%
COc1cc(-c2c(NC(=O)c3ccco3)oc3ccc(Cl)cc3c2=O)cc(OC)c1OC	-27%	u	x
O=C(O)c1cccc(NC(=O)c2ccccc2NC(=O)c2ccco2)c1	2%	-2%	x
CCN(CC)S(=O)(=O)c1ccc(-c2cc(C(=O)OC)sc2C(F)(F)F)cc1	18µM*	-30%	0%
Cc1cc(C)c(S(=O)(=O)Nc2cc(C)on2)c(C)c1	7%	-1%	5%
Cc1ccc(C)c(OCC(O)CN2CCC(Cc3ccccc3)CC2)c1 (stereo not given)	u	21µM*	6%
CSc1nc(C)c2c(n1)N(c1ccc(C(C)C)cc1)CC2	21µM*	u	-2%
C[C@H](NC(=O)c1ccccc1)C(=O)OCC(=O)Nc1sccc1C(N)=O	-11%	-4%	0%
BrC(/C=C\c1ccccc1)=N/Nc1nc(N2CCOCC2)nc(N2CCOCC2)n1	10µM*	7.3µM*	-5%
COc1ccccc1NC(=O)COC(=O)c1ccc2c(=O)n3c(nc2c1)CCC3	-2%	-2%	x
Cc1c(CC(=O)N2CCCCC2)c(=O)oc2cc(O)ccc12	4%	-4%	7%
COc1ccccc1NC(=S)N1CCN(c2cccc(C)c2C)CC1	2.3µM*	5.2µM*	4%
COc1ccccc1S(=O)(=O)N(C)C[C@@H]1Oc2ncc(-c3ccc(C)cc3)cc2C(=O)N([C@H](C)CO)C[C@@H]1C	16µM*	u	x
CCc1ccccc1NC(=O)c1ccccc1N1C(=O)C2C3C=CC(C3)C2C1=O (stereo not given)	22%	-4%	-2%
CC(=O)c1cccc(NC(=S)NCCCCc2ccccc2)c1	u	u	5%

2 successive entries out of the list so far, quoted:
SMILES	DT40 TDP1 no CPT	TDP1 cell CPT	TDP1 block
C[C@@H]1CN([C@@H](C)CO)C(=O)c2cc(Br)cnc2O[C@H]1CN(C)C(=O)c1cccc(F)c1	16%	-7%	x
Clc1cccc(OCCCCCN2CCOCC2)c1	-14%	23%	0%

Continued:
SMILES	DT40 TDP1 no CPT	TDP1 cell CPT	TDP1 block
Cc1ccccc1N(CC(=O)NC1CCCC1)C(=O)C1(C)CC(=O)N=C2C=CC(Cl)=CN21 (stereo not given)	0%	15%	-13%[0.0935 µM]
COc1ccccc1N1C(=O)CC(Sc2n[nH]c(-c3cccc(C)c3)n2)C1=O (stereo not given)	2.1µM*	2.1µM*	1%
COC(=O)[C@]12CCCCC=C1N(Cc1cccc3ccccc13)C(=O)[C@H](CC(=O)N1CCC(c3ccccc3)CC1)C2	15µM*	u	x
N#Cc1ccccc1S(=O)(=O)N1CCN(CC(O)c2ccccc2)CC1 (stereo not given)	-28%	-16%	1%
CCn1c(C(C)NC(=O)c2cccs2)nc2ccccc21 (stereo not given)	-12%	-1%	3%
Cc1ccc(N(CC(=O)O)S(=O)(=O)c2cccc3nonc23)cc1	-14%	-13%	-1%
Cc1cc2c(c(=O)o1)C1(C(=O)N(CC(=O)O)c3ccccc31)C(C#N)=C(N)O2 (stereo not given)	-29%	-12%	x
COc1ccccc1OCC(=O)Nc1cccc(-c2nnc(-c3ccco3)o2)c1	21µM*	u	-3%
CCC(C(=O)NCCC(C)C)n1ccc2cc(S(=O)(=O)N3CCCCC3)ccc21 (stereo not given)	8.2µM*	13µM*	4%
COc1ccc(C)cc1NC(=O)C(CCS(C)(=O)=O)NC(C)=O (stereo not given)	2%	-11%	3%
Cc1ccsc1/C=N\NC(=O)CCc1c(C)n[nH]c1C	-8%	-1%	0%
CN(Cc1ccccc1)C(=O)c1[nH]cnc1C(=O)Nc1ccccc1F	-8%	-6%	x
O=C(NC1CCC(O)CC1)c1ccc(-c2ccc([N+](=O)[O-])cc2)o1 (stereo not given)	16µM*	16µM*	x
CCOC(=O)c1sc(=S)n(-c2ccc(F)c(F)c2)c1N	-27%	-23%	4%
O=C(Nc1cccc(F)c1)c1cccc(S(=O)(=O)N2CCOCC2)c1	u	-27%	5%
CC(=O)Nc1ccc(CN2C(=O)C(C)(C)ON=C2c2ccc(C(F)(F)F)cc2)cc1	-11%	-1%	x
CC1CN(C(=O)c2ccccc2OCc2ccc(Cl)cc2Cl)CC(C)O1 (stereo not given)	3.7µM*	16µM*	-5%
Cc1c(Cl)cccc1NC(=O)CNC(=O)CCS(=O)(=O)c1ccc(F)cc1	-30%	-13%	3%
CCn1c(CNc2nc3ccccc3n2C(C)C)nc2ccccc21	10µM*	15µM*	3%
Cc1cc(C)nc(NC(=S)NC(=O)c2ccccc2)n1	4%	12%	x
CCOC(=O)c1c(C)nc(C)c(C(=O)OCC)c1-c1cccc([N+](=O)[O-])c1	u	-27%	x
COc1ccc(CCNC2=CC(=O)CC(C)(C)C2)cc1	u	u	-3%
COc1ccc(C2=NCCn3nc4cc(OC)ccc4c32)cc1	u	u	3%
Cc1ccc2nc3sc(C(=O)Nc4ccc(F)cc4)cc3cc2c1	u	u	10µM*
CCc1nnc(NC(=O)C2CCCN2C(=O)Nc2ccc(C)cc2)s1 (stereo not given)	-1%	-8%	x

Part of the list above, limited to DT40 TDP1 no CPT and TDP1 cell CPT.
SMILES | DT40 TDP1 no CPT | TDP1 cell CPT
Cc1ccccc1N(CC(=O)NC1CCCC1)C(=O)C1(C)CC(=O)N=C2C=CC(Cl)=CN21 (stereo not given) | 0% | 15%
COc1ccccc1N1C(=O)CC(Sc2n[nH]c(-c3cccc(C)c3)n2)C1=O (stereo not given) | 2.1µM* | 2.1µM*
COC(=O)[C@]12CCCCC=C1N(Cc1cccc3ccccc13)C(=O)[C@H](CC(=O)N1CCC(c3ccccc3)CC1)C2 | 15µM* | u
N#Cc1ccccc1S(=O)(=O)N1CCN(CC(O)c2ccccc2)CC1 (stereo not given) | -28% | -16%

2 of the compounds above, field by field:
N#Cc1ccccc1S(=O)(=O)N1CCN(CC(O)c2ccccc2)CC1 (stereo not given)
- DT40 TDP1 no CPT = -28%
- TDP1 cell CPT = -16%
- TDP1 block = 1%
CCn1c(C(C)NC(=O)c2cccs2)nc2ccccc21 (stereo not given)
- DT40 TDP1 no CPT = -12%
- TDP1 cell CPT = -1%
- TDP1 block = 3%

Next part:
SMILES	DT40 TDP1 no CPT	TDP1 cell CPT	TDP1 block
CC(C)Oc1ccccc1NC(=O)CSc1nccn1C	-13%&-24%	-10%&0%	x
CNC(=O)COc1ccc(S(=O)(=O)Nc2ccccc2)cc1	-7%	3%	x
COc1cc(OC)c(N(C)C(=O)c2cc3c(s2)-c2ccccc2S(=O)(=O)C3)cc1Cl	u	u	x
Cc1nc2ccc(NC(=O)Cc3cccs3)cc2s1	u	u	-2%
S=C(NCCc1ccccc1)NCCN1CCOCC1	9%	-18%	x
O=C(NCC1CCCO1)c1ccc2c(c1)N(Cc1ccc(Cl)cc1)CCS2 (stereo not given)	23µM*	u	x
CCOC(=O)C1=C(C(F)(F)F)Nc2ncnn2C1c1cc(OC)c(OC)cc1OC (stereo not given)	-18%	2%	3%
O=C(Cc1ccccc1[N+](=O)[O-])NCCC1=CCCCC1	u	-5%	2%
CCCn1c(SCC(=O)NC23CC4CC(CC(C4)C2)C3)n[nH]c1=O	-21%	u	-9%
COc1ccc(-n2c(Cc3cccn3C)nnc2SCC(=O)N2CCCC2)cc1	2%	-2%	3%
Cc1ccc2c(c1)nc(NCCCO)n2C	-1%	3%	0%
COc1ccc(N(CC(=O)Nc2ccc(F)cc2F)S(=O)(=O)c2c(C)nn(C)c2C)cc1	-1%	-14%	0%
O=C1c2ccccc2C(=O)N1OS(=O)(=O)c1ccc(F)cc1	2.1µM*	2.6µM*	-14%
CCCc1cc(C(=O)OC)c(NC(=O)CCC(=O)O)s1	-1%	-6%	-3%
CCCCC(NC(=O)Cc1c(C)c2cc3c(C)c(C)oc3c(C)c2oc1=O)C(=O)O (stereo not given)	11%	0%	x
CCOC(=O)C(CC)/C(C)=N\NC(=O)CCC(=O)Nc1ccc(Cl)cc1Cl (stereo not given)	15%	-1%	3%
Cc1nc(-c2ccc(F)cc2)sc1CCNC(=O)c1cccs1	u	21µM*	2%
CC1=CC(C)C2COC(c3ccc[n+](C)c3)C1C2C (stereo not given)	8.2µM*	8.2µM*	6%
O=C(NNC(=O)c1ccccc1Cl)c1ccncc1	-11%	-2%	3%
CC(=O)c1nnn(-c2ccc([N+](=O)[O-])cc2C)c1C	-1%	1%	6%
Oc1c(C(c2ccccc2)N2CCCC2)sc2nc(-c3ccco3)nn12 (stereo not given)	-10%	-7%	-3%
O=C(Nc1ccc(OC(F)(F)F)cc1)c1noc2c1CCCC2	-10%	7%	4%
Cc1nc(SCC(=O)NCC2CCCO2)nc(C)c1C (stereo not given)	6%	7%	0%
COc1ccc(OC)c(NC(=O)Cc2cccs2)c1	-11%	-28%	-8%
N#Cc1c(-n2cccc2)cccc1-n1cccc1	-17%	-1%	5%
CC(C)(C)C(=O)NC1CC2CCCC(C1)N2C(=O)Nc1ccccc1 (stereo not given)	11%	5%	6%
COc1ccc(Cl)cc1CC1(C)C(=O)Nc2c(Cl)cccc21 (stereo not given)	23µM*	u	x
COc1ccc(C(=O)NC(Cn2ccnc2)C(C)(C)C)cc1OC1CCN(C(C)C)CC1 (stereo not given)	-19%	-8%	5%
Cc1nn(-c2ccc(C(=O)Nc3nnc(C4CC4)s3)cc2)c(C)c1Cl	-9%	-5%	6%
Cc1ccc(NS(=O)(=O)c2ccc(OCC(=O)NCc3ccccn3)cc2)cc1	4.6µM*	3.7µM*	x
Cc1ccc(CN2CCN(CCCn3cccn3)CC2CCO)cc1 (stereo not given)	u	-23%	-3%
CSc1nsc(SCC(=O)N2CCCCC2)n1	-16%	21%	8%
COc1ccc(C(=O)OCC(=O)NCC2CCCCC2)cc1S(=O)(=O)N1CCCc2ccccc21	-24%	-2%	1%
CCN1CCN(C(=O)N(CC(=O)Nc2ccc(C(N)=O)cc2)S(=O)(=O)c2ccc(C)cc2)CC1	-1%	-6%	x
CN1C(=O)N(c2nnc(C(C)(C)C)s2)C(=O)C1c1ccccc1 (stereo not given)	-10%	3%	1%
O=C(CSc1ccccc1)NCc1ccco1	u	u	-3%
O=C(N/N=C/c1ccc[nH]1)c1sc2ccccc2c1Cl	13µM*	13µM*	-8%
Cc1cccc(N2CCN(C(=O)c3noc4c3COc3ccc(C)cc3-4)CC2C)c1 (stereo not given)	23µM*	u	3%
COc1ccc([N+](=O)[O-])cc1NC(=O)COC(=O)c1ccc(O)cc1	1%	7%	0%
S=C(c1ccccc1)N(c1ccccc1)c1ccccc1	-29%	0%	2%
O=C(NCc1ccccc1)N[C@@H](Cc1ccccc1)C(=O)O	-11%	-14%	3%

Three structures already listed, arranged by count of non-hydrogen atoms, falling:
SMILES	DT40 TDP1 no CPT	TDP1 cell CPT	TDP1 block
Cc1ccc(NS(=O)(=O)c2ccc(OCC(=O)NCc3ccccn3)cc2)cc1	4.6µM*	3.7µM*	x
O=C(N/N=C/c1ccc[nH]1)c1sc2ccccc2c1Cl	13µM*	13µM*	-8%
CSc1nsc(SCC(=O)N2CCCCC2)n1	-16%	21%	8%
